Source: PubChem BioAssay (several laboratories)
TRPC4 block = inhibitors of mouse TRPC4 channel | HEK293 TRPC4beta/mu-opioid, DAMGO-evoked Fluo4 calcium flux; stronger effect = lower value | Q9QUQ5 | actives 0.39% (n = 300,000) | B-score at 10 µM;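 active = B-score over 3 SD under the library average, no early fluorescence shift, positive overall ratio signal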
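System: stable TRPC4beta/mu-opioid receptor HEK293 cells; Dosing: single-point compound dosing; Measured by: Fluo4 Ca2+ flux fluorescence; Read-out basis: per-well B score of integrated baseline-normalized Fluo4 ratio.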
TRPC4 agonist = activators of mouse TRPC4 channel; Q9QUQ5; HEK293 TRPC4beta/mu-opioid, Fluo4 calcium fluorescence; stronger effect = higher value; B-score at 10 µM; actives 0.49% (n = 310,000); AID 2237;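 active = B-score above 5 SD of library B-scores, and initial fluorescence ratio not above library mean plus 5 SD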;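 also: positive B-score marks a calcium rise read as TRPC4 activation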
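System – HEK293 cells stably co-expressing mouse TRPC4beta and mu-opioid receptor · Signal – Fluo4 calcium-sensitive dye fluorescence, kinetic, 1 Hz baseline · Benchmarks – buffer (low) and maximal DAMGO (high) · Read-out – B score of integrated fluorescence ratio per well · Incubation – dye loading 45 min room temperature, 110 s kinetic read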
TRPC6 inh = mouse TRPC6 channel inhibition; Q61143; HEK293-TRPC6, membrane potential dye, ACh-evoked depolarization; stronger effect = lower value; B-score at 10 µM; actives 1.1% (n = 310,000); AID 2553;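 active = B-score under library mean minus 3 SD, initial fluorescence not abnormally high, positive integrated signal ratio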;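 also: B-score derived from integrated fluorescence ratio over the kinetic read; more negative B-score means stronger inhibition of depolarization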
Target sequence (Q61143 whole entry, looked up): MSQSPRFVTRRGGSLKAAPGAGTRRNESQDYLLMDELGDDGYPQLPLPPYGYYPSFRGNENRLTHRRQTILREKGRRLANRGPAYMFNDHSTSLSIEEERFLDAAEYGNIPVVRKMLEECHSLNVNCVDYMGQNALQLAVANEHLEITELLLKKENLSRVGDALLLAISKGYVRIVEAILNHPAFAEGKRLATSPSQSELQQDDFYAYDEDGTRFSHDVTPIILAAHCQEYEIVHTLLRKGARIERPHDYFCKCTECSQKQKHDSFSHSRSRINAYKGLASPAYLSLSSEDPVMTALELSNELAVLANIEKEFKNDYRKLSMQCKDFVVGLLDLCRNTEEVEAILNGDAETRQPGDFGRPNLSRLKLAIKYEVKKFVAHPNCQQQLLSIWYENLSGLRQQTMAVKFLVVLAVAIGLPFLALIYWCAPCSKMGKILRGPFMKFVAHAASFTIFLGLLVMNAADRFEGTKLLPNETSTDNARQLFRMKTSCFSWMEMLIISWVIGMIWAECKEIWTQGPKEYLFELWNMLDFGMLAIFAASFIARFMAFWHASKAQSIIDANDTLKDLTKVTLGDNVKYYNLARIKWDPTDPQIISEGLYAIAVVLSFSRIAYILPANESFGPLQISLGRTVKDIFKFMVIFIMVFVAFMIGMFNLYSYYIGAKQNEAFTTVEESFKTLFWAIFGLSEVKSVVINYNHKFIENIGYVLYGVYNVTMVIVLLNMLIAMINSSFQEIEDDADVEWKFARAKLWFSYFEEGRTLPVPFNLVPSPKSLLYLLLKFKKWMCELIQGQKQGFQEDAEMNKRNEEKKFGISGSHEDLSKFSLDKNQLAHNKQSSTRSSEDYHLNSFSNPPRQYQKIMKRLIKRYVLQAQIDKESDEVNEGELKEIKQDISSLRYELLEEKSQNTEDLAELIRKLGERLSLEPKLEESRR
MrgX1 antagonist = antagonists of human MrgX1 receptor; B-score at 10 µM; AID 588676; actives 1.3% (n = 310,000); Q96LB2; MRGX1-HEK293 calcium flux, Fluo-4, BAM8-22 antagonism; stronger effect = lower value;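 active = calcium-response B-score plate-corrected more than 3 library SD below zero, starting fluorescence within 5 deviations, no agonist response on first addition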;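 also: peak minus trough fluorescence over baseline after final BAM8-22 challenge near maximal dose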
TRPC6 activator = activates the mouse TRPC6 cation channel | HEK293-TRPC6 membrane potential dye fluorescence; stronger effect = higher value | Q61143 | B-score at 10 µM | actives 0.13% (n = 310,000);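 active = B-score of the integrated fluorescence ratio above library mean plus 3 SD, and starting fluorescence ratio within library mean plus 5 SD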;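 also: higher score means more depolarization so channel activation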
TRPC4 PAM = TRPC4 (mouse) allosteric potentiation; Q9QUQ5; HEK293 TRPC4beta/mu-opioid, DAMGO EC20, Fluo-4 Ca2+ flux; stronger effect = higher value; B-score at 10 µM; actives 0.42% (n = 310,000);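 active = B-score of calcium response area above 5 SD of library B-scores, with initial fluorescence ratio within 5 SD of library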;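 also: B-score of integrated fluorescence ratio over time as area under calcium response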
ANO1 block = mouse TMEM16A channel inhibition, primary screen. actives 1.2% (n = 310,000). normalized B-score (activity score, 25-100; higher = stronger inhibition) at 10 µM. Q8BHY3. HEK293 TMEM16A/YFP iodide influx fluorescence, ionomycin;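 active = ratio plate-corrected score three or more library SD toward inhibition, starting fluorescence score within five deviations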;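 also: score derived from kinetic fluorescence span divided by baseline fluorescence per well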
SKKanGAS inh = blocks kanamycin growth of S. pyogenes SKKanGAS strain | inhibition, % at 7.5 µM | BacTiter-Glo, 6 h | AID 1662 | actives 1.3% (n = 300,000);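 active = mean replicate score, as percent of positive control median, at least 50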;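 also: strain carries kanamycin resistance gene driven by streptokinase promoter and grows in 40 µg/ml kanamycin; loss of luminescence reflects streptokinase promoter inhibition or plain growth inhibition; 0% = median of DMSO wells and 100% = positive control at its reference dose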
TMEM16A act = activators or potentiators of mouse TMEM16A chloride channel. Q8BHY3. HEK293 TMEM16A/YFP-H148Q/I152L, iodide quench fluorescence; stronger effect = lower value. B-score at 10 µM. actives 0.3% (n = 340,000). AID 623877;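 active = fluorescence-ratio B-score plate-corrected deviation score at least 3 library SD below zero, with starting fluorescence score within 5 deviations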;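 also: channel opened by trigger with iodide after compound preincubation; score built on the fluorescence ratio of max minus min over baseline; more negative score means more quench and so TMEM16A activation or potentiation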
MrgX1 allo act = allosterically activates human MrgX1 receptor signaling; Q96LB2; MrgX1-HEK293, Fluo-4 calcium flux, FDSS; stronger effect = higher value; B-score at 10 µM; actives 0.63% (n = 310,000);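 active = plate-corrected calcium response at least 3 library SD above typical, normal starting fluorescence, not activating the receptor alone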;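 also: compound read alongside a low EC10 to EC30 dose of BAM8-22 agonist; peak minus trough fluorescence over baseline measured at the second addition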
MrgX1 agonist = activates human MrgX1 receptor signaling; MrgX1-HEK293 cells, Fluo-4 calcium fluorescence, agonist mode; stronger effect = higher value; B-score at 10 µM; actives 0.44% (n = 310,000);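 active = calcium response B-score plate-corrected fluorescence ratio at least 3 library SD, with starting fluorescence B-score inside 5 SD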
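Assay system: stable human MrgX1 HEK293 cell line. Quantity: 15,000 cells per well. Schedule: cells plated overnight, dye loaded 0.5 h 37 °C, 0.5 h room temperature. Detection: Fluo-4 NW calcium-flux fluorescence, kinetic read. Read-out basis: peak-minus-minimum fluorescence over baseline, converted to B scores. Control set: positive and negative control wells on each plate.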
* marks the source's active call; other numbers are inactive results; i = inactive; nt = no result given.

SMILES,TRPC4 block,TRPC4 agonist,TRPC6 inh,MrgX1 antagonist,TRPC6 activator,TRPC4 PAM,ANO1 block,SKKanGAS inh,TMEM16A act,MrgX1 allo act,MrgX1 agonist
Cc1c(C(=O)C(=O)NCCc2ccc(S(N)(=O)=O)cc2)c2ccccc2n1C,i,i,i,i,i,i,i,-13.9,i,i,i
Cc1ccc(NC(=O)c2nc[nH]c2C(=O)N2CCC(C)CC2)cc1,i,i,i,i,i,i,i,-7.8,i,9.07*,i
CCOc1ccc(NC(=O)c2sc3nc4n(c(=O)c3c2C)CCC4)cc1,i,i,i,i,i,i,i,7.6,i,i,i
O=C(c1cc2ccccc2o1)c1nc2c(n1O)CCCCC2,i,i,i,i,i,i,i,1.8,i,i,i
Nc1ncnc2c1nc(Br)n2[C@@H]1O[C@@H]2COP(=O)(O)O[C@H]2[C@H]1O,i,i,i,i,i,i,i,0.5,i,i,i
CC(=O)c1cn(CC(=O)Nc2ccccc2F)c2ccccc12,i,i,i,i,i,i,i,-1.0,i,i,i
O=C(O)CSc1nc2sc3c(c2c(=O)n1-c1ccccc1)CCC3,i,i,i,i,i,i,i,0.3,i,i,i
CCOc1ccc(CNC(=O)c2ccc(Sc3ccc(Cl)cc3)c(NC(C)=O)c2)cc1,i,i,i,i,i,i,i,15.9,i,i,i
CCOC(=O)CN(c1ccccc1)S(=O)(=O)c1ccc(F)cc1,i,i,i,i,i,i,i,6.9,i,i,i
O=C(Nc1ccccc1N1CCCCC1)C1CCN(S(=O)(=O)c2ccccc2C(F)(F)F)CC1,i,i,i,i,i,i,i,7.2,i,i,i
CSc1ccccc1C(=O)NC1CCCN(Cc2ccccc2F)C1 (stereo unspecified),i,i,i,i,i,i,i,-6.3,i,i,i
N#Cc1c(-c2ccccc2)cc(-c2ccccc2)nc1SCC(=O)NCC(=O)O,i,i,i,i,i,i,i,0.4,i,19.3*,i
CCCCOc1ccc(C(=O)N/C(=C\c2cccc([N+](=O)[O-])c2)C(=O)OCc2ccco2)cc1,i,i,i,i,i,i,i,-18.4,i,i,i
O=C(c1ccc(Cl)cc1)c1cnc(Nc2ccccc2Cl)s1,i,i,i,i,i,i,i,75.3*,i,i,i
COc1ccc(N2CCN(C(=S)NC(C)c3ccccc3)CC2)cc1 (stereo unspecified),i,i,i,i,i,i,i,5.7,i,i,i
O=C(COC(=O)CCS(=O)(=O)c1ccc(Cl)cc1)NCCc1ccccc1,i,i,i,i,i,i,i,1.7,i,i,i
O=c1c2ccsc2ncn1Cc1ccc(Cl)cc1,i,i,i,i,i,i,i,4.1,i,i,i
CCN1CCCC1Cn1cnc2c([nH]c3ccc(C)cc32)c1=O (stereo unspecified),i,i,i,i,i,i,i,5.0,i,i,i
CC(C)C[C@H](NC(=O)c1nc[nH]c1C(=O)N1CCN(C(=O)OC(C)(C)C)CC1)C(=O)OC(C)(C)C,i,i,i,i,i,i,i,-0.2,i,i,i
O=C1CC(c2ccccc2F)c2cc3c(cc2N1)CCC3 (stereo unspecified),i,i,i,i,i,i,i,2.9,i,i,i
Fc1ccc(NC(=S)Nc2ccccc2N2CCOCC2)cc1Cl,i,i,i,i,i,i,i,-1.8,i,i,i
COc1cccc(CN=C2Nc3ccccc3CS2)c1,i,i,i,i,i,i,i,7.5,i,i,i
C[C@]12C=CC(=O)C=C1CC[C@@H]1C2C(O)C[C@@]2(C)C1CC[C@]2(O)C(=O)COC(=O)CCC(=O)NC(CC(=O)O)C(=O)O (stereo partly specified),i,i,i,i,i,i,i,1.7,i,i,i
COc1ccc(N(CC(=O)Nc2cccc(C)c2C)S(=O)(=O)c2c(C)n[nH]c2C)cc1,i,i,i,i,i,i,i,5.3,i,i,i
O=C(O)Cn1nc(-c2ccc(F)cc2)oc1=O,i,i,i,i,i,i,i,2.7,i,i,i
CCCCC(=O)Nc1ccc(C(=O)c2ccccc2)cc1,i,i,i,i,i,i,i,7.4,i,i,i
CCOC(=O)CNC(=O)CN1CCCN(S(=O)(=O)c2ccc(Br)s2)CC1,nt,nt,nt,i,nt,nt,i,nt,i,i,i
Cc1ccc(S(=O)(=O)NCc2nc3nc(C)cc(C)n3n2)c(C)c1,i,i,i,i,i,i,i,-2.9,i,i,i
N#Cc1ccccc1/C=N/Nc1nc(-c2ccccc2)c2cc(Br)ccc2n1,i,i,i,i,i,i,i,-0.4,i,i,i
COCCC(=O)N1CCC(Oc2ccc(C(=O)NCCn3cccn3)cc2)CC1,i,i,i,i,i,i,i,-1.3,i,i,i
CC1(c2nnc(Cc3ccccc3)o2)CC(c2ccccc2)=NO1 (stereo unspecified),i,i,i,i,i,i,i,8.5,i,i,i
S=c1nc[nH]c2nc[nH]c12,i,i,i,i,i,i,i,-4.9,i,i,i
Cc1ccc(C(=O)NCCn2cc(SCC(=O)Nc3nnc(C)s3)c3ccccc32)cc1,i,i,i,i,i,i,i,4.1,i,i,i
CC(C)CN1C(=O)C(=O)N(CC(=O)N2CCC(Cc3ccccc3)CC2)C1=O,i,i,i,i,i,i,i,7.9,i,i,i
CCOC(=O)c1c(C)c(C(=O)NCc2ccco2)c(C)n1CC,i,i,i,i,i,i,i,-0.3,i,i,i
Cc1cnc(C(=O)Nc2ccc(S(=O)(=O)NCC(C)C)cc2)cn1,i,i,i,i,i,i,i,-0.7,i,i,i
O=c1cc(-c2ccccc2F)oc2ccccc12,i,i,i,i,i,i,i,-0.9,i,i,i
CCOc1ccccc1N(CC(=O)N1CCCCCC1)S(=O)(=O)c1ccc(C)cc1,i,i,i,i,i,i,i,1.3,i,i,34.4*
COc1ccc(OC)c(/C(O)=C/C(=O)C(=O)Nc2cc(C)cc(C)c2)c1,i,i,i,i,i,i,i,7.3,i,i,i
CCOC(=O)N1CCN(C(=O)c2ccc(OC(C)=O)cc2)CC1,i,i,i,i,i,i,i,-0.4,i,i,i
COc1ccccc1-c1c(C)oc2c(CN3CCOCC3)c(O)ccc2c1=O,i,i,i,i,i,i,i,-2.3,i,i,i
O=C(NCCNC(=O)c1ccc(Br)o1)c1cccnc1,i,i,i,i,i,i,i,-4.2,i,i,i
CCOC(=O)C1=C(C)NC(C)=C(C(=O)OCC)C1C(=O)OCC(=O)N1CCc2ccccc21,i,i,i,i,i,i,i,0.2,i,i,i
CCOc1ccccc1C(=O)Nc1c[nH]c(=O)[nH]c1=O,i,i,i,i,i,i,i,-3.1,i,i,i
COc1ccc(S(=O)(=O)NCCC(=O)Nc2ccc(C)cc2)cc1,i,i,i,i,i,i,i,-17.2,i,i,i
CCc1nc2ccc(C)cc2c(C(=O)NC2CCCCC2C)c1C (stereo unspecified),i,i,i,i,13.6*,i,i,-0.4,i,i,i
O=C(c1cccs1)N1CCC(Cc2ccccc2)CC1,nt,i,i,i,i,i,i,4.4,i,i,i
CCN1CCN(C(=O)CN(c2ccc(F)c(Cl)c2)S(C)(=O)=O)CC1,i,i,i,i,i,i,i,2.8,i,i,i
COCCCNC(=O)c1cc2cc([N+](=O)[O-])cc(OC)c2oc1=O,i,i,i,i,i,i,i,4.3,i,i,i
O=C(COC(=O)c1cc(S(=O)(=O)N2CCOCC2)ccc1O)Nc1cc(S(=O)(=O)N2CCCC2)ccc1Cl,i,i,i,i,i,i,i,-0.2,i,i,i

(continued)
SMILES,TRPC4 block,TRPC4 agonist,TRPC6 inh,MrgX1 antagonist,TRPC6 activator,TRPC4 PAM,ANO1 block,SKKanGAS inh,TMEM16A act,MrgX1 allo act,MrgX1 agonist
NC(=O)C1CCN(C(=S)NCCc2ccccc2)CC1,i,i,i,i,i,i,i,0.6,i,i,i
CCC(=O)Nc1cc2c(cc1C(=O)CC)OCCO2,i,i,i,i,i,i,i,2.5,i,i,i
O=C(COC(=O)/C=C/c1ccc(Cl)cc1)Nc1ccccc1,i,i,i,i,i,i,i,-9.6,i,i,i
COc1ccccc1C(=O)C1CCCN(C(=O)c2ccco2)C1 (stereo unspecified),i,i,i,i,i,i,i,0.6,i,i,i
COc1ccc(-n2c(-c3ccc(Br)cc3)c[n+]3c2CCC3)cc1,i,i,-7.17*,i,i,i,i,3.8,i,i,i
COC(=O)c1[nH]c2c(c1C)C(=O)CCC2,i,i,i,i,i,i,i,0.8,i,i,i
COc1ccc2c(c1)O[C@H](c1ccc3c(c1)OCO3)[C@@H](OC(=O)N[C@H](C)C1CCCCC1)C2=O,i,i,i,i,i,i,i,14.2,nt,i,i
CC1CCC(C(C)C)C(OP(=O)(c2ccccc2)C(O)c2ccncc2)C1 (stereo unspecified),i,i,i,i,i,i,i,-7.3,i,i,i
C=CCc1ccccc1OCC(O)CN1CCN(C(=O)OCC)CC1 (stereo unspecified),i,i,i,i,i,i,i,3.2,i,i,i
O=C(COC(=O)C1=COCCO1)NCc1ccc(Cl)cc1,i,i,i,i,i,i,i,8.8,i,i,i
Cc1ccc2cc3cc(C(=O)N4CCCCC4C)oc3nc2c1 (stereo unspecified),i,i,i,i,i,i,i,-0.6,i,i,i
O=C(O)CC1c2ccccc2S(=O)(=O)N1Cc1ccccc1 (stereo unspecified),i,i,i,i,i,i,i,0.8,i,i,i
FC(F)C(F)(F)C1=CC(c2ccccc2)=NCCN1,i,i,i,i,i,i,i,-4.8,i,i,i
O=C(Nc1cccnc1)c1cc(F)c(F)cc1Cl,i,i,i,i,i,i,i,5.6,i,i,i
Cn1c(CN2CCOCC2)nc2cc(NC(=O)c3ccccc3Cl)ccc21,i,i,i,i,i,i,i,2.1,i,i,i
